High-throughput results deposited in PubChem by several laboratories.
GalR3 antag – antagonists of human GalR3; O60755; HEK293 GalR3-CNG cAMP membrane potential fluorescence; galR3 body fused to GalR1 C-terminus; inhibition, % at 3 µM; hit rate 0.44% among 360,000; AID 651719;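 active means inhibition above the screen-wide average plus 3 SD, cut at about 13% in these data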;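 further: forskolin and galanin both at EC90 stimulate the cells; cAMP rise reported by CNG channel membrane potential dye signal; 0% = forskolin plus galanin with DMSO and 100% = forskolin alone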
Target sequence (O60755 1-299 limits assumed): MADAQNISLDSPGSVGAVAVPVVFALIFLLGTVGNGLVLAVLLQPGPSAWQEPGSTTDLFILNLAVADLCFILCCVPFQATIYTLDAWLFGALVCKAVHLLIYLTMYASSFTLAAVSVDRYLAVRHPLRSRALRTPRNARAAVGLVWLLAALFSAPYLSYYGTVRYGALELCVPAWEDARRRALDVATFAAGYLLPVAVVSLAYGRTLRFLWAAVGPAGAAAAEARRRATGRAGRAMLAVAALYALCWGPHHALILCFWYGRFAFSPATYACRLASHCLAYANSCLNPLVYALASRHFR
OXTR agonist – human OXTR agonism; hit rate 0.32% among 320,000; activation, % at 3 µM; AID 2435; CHO-OTR cells, Fluo-8 calcium fluorescence; normalized: DMSO 0%, oxytocin 100%; P30559;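 active means activation above the mean of all tested compounds plus 3 SD, cutoff set per screening run, cut at about 20% in these data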;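 further: peak over basal fluorescence ratio from a 100 s FLIPR kinetic read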
Target sequence (P30559 whole entry, looked up): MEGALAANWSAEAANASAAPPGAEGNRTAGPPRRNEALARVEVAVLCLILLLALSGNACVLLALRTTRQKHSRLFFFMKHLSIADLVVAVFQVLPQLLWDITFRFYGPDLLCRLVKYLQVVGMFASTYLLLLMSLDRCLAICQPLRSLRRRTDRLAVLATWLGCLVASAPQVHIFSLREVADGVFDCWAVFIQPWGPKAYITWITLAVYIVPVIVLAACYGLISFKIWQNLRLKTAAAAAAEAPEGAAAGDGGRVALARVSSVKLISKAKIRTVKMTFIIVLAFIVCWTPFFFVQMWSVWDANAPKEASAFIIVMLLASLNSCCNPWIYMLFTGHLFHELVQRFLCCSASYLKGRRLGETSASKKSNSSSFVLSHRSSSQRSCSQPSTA
VIM-2 inh – blocks Pseudomonas aeruginosa VIM-2 metallo-beta-lactamase | purified VIM-2, nitrocefin hydrolysis, epi-absorbance fluorescence | inhibition, % at 5.6 µM | hit rate 0.89% among 290,000;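 active means inhibition above the mean of all tested compounds plus 3 SD, cutoff set per screening run, cut at about 7.5% in these data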;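 further: red hydrolysis product quenches plate fluorescence so inhibitors raise well fluorescence; 0% = enzyme with DMSO and 100% = DMSO without enzyme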
V1aR counter – V1a receptor agonism, counter-screen for OXTR agonists. P37288. CHO-V1R cells, Fluo-8 calcium fluorescence, agonist mode; 0% DMSO, 100% 3 nM vasopressin. activation, % at 3 µM. hit rate 0.25% among 320,000. AID 2797;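 active means activation above the mean activation of all tested compounds plus 3 SD, per screening run, cut at about 20% in these data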;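 further: signal is peak over basal fluorescence ratio across a 100 second FLIPR read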
GPR7 antag – antagonists of human GPR7 (neuropeptides B/W receptor 1). P48145. GPR7-expressing cells, fluorescence antagonist assay. inhibition, % at 4.4 µM. hit rate 1.1% among 290,000; in the data active means inhibition above about 16%, passing the limit was not always enough;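 further: cells stimulated with the agonist NPW; 0% = agonist with vehicle and 100% = vehicle without agonist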
Target sequence (P48145 whole entry, looked up): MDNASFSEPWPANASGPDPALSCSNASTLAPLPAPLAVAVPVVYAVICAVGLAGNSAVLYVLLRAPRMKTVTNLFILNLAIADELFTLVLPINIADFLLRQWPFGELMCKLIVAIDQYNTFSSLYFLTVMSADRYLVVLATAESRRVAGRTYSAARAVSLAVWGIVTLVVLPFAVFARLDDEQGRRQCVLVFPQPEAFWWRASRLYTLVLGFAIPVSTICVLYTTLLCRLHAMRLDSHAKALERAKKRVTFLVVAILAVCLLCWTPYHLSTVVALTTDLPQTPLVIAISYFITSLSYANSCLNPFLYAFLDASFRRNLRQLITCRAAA
DNA FID counter – fluorescent intercalator displacement, NS3 helicase counter-screen. DNA fluorescent intercalator displacement, fluorescence. inhibition, % at 7.9 µM. hit rate 0.17% among 290,000. AID 1845; in the data active means inhibition above about 37%;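 further: 0% = vehicle and 100% = reference compound; higher means more ethidium bromide displaced from hairpin DNA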
PHOSPHO1 inh – inhibitors of human PHOSPHO1 phosphatase; hit rate 1.1% among 290,000; inhibition, % at 13.3 µM; AID 1565; recombinant PHOSPHO1, absorbance phosphatase assay; in the data active means inhibition above about 60%
IMP-1 inhibitor – inhibitors of Pseudomonas aeruginosa IMP-1 metallo-beta-lactamase | purified IMP-1, nitrocefin hydrolysis, epi-absorbance fluorescence | inhibition, % at 5.6 µM | hit rate 0.45% among 290,000 | AID 1556;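 active means inhibition above the mean plus 3 SD of all compounds in the same screening run, cut at about 4.5% in these data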;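 further: 0% = IMP-1 with DMSO and 100% = DMSO wells lacking enzyme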
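System: Purified IMP-1 | Read-out basis: Percent enzyme inhibition | Controls: IMP-1 with DMSO as 0%, enzyme-free DMSO as 100% | Replicates: One well per compound | Doses: 5.6 µM nominal single concentration | Detection: Epi-absorbance fluorescence, 480 nm excitation, 530 nm emission | Incubation: 25 °C, 15 min preincubation, 25 min reaction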
NS3 helicase inh – blocks Hepatitis C virus NS3 helicase unwinding. NS3 helicase DNA unwinding, Cy5 molecular beacon fluorescence. inhibition, % at 10.9 µM. hit rate 0.56% among 290,000. AID 1800;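 active means inhibition above the mean of all tested compounds plus 3 SD, set per campaign, cut at about 35% in these data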;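 further: 0% = DMSO wells and 100% = thioflavine S control wells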
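Measured by: Cy5 fluorescence, 0 and 60 min reads / Assay system: NS3 helicase fragment of HCV / Control set: low DMSO, high thioflavine S at 110 µM / Times: 1 h reaction at 25 °C, ATP-initiated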
* hit, by the source's call; . = no result given.

no.	SMILES	GalR3 antag	OXTR agonist	VIM-2 inh	V1aR counter	GPR7 antag	DNA FID counter	PHOSPHO1 inh	IMP-1 inhibitor	NS3 helicase inh
1	Cc1ccc2nc(SCc3cn4c(C)cc(C)nc4n3)[nH]c2c1	.	-1.5	-3.2	-0.9	-10.1	-9.7	-25.7	-5.5	3.7
2	CC(C)(C)c1ccc(Oc2ccc(NC(=O)c3cccs3)cn2)cc1	-2.0	6.5	-2.5	10.2	-10.2	-2.1	-14.0	-3.1	-10.1
3	COc1ccc(NC(=O)C2CCN(c3cc(-c4ccccc4)nc4ncnn34)CC2)cc1OC	-5.6	-1.3	-0.1	0.1	-10.8	-5.2	16.7	-3.1	0.8
4	COc1ccc(NC(=O)COC(=O)[C@@H]2CCCN2S(=O)(=O)c2ccccc2F)c(OC)c1	6.1	1.6	-4.0	-0.3	-1.1	-18.1	9.5	-5.2	0.5
5	O=C(CSc1ccc(-c2ccco2)nn1)NCc1ccc2c(c1)OCO2	6.9	0.2	-4.1	-0.9	-11.9	-2.0	-11.2	-4.4	5.0
6	COc1ccc(C(=O)NCc2nnc(SCC(=O)c3ccccc3)n2C)cc1	4.3	-0.7	-2.7	0.3	-5.4	-11.2	7.7	-0.9	-6.2
7	Cc1ccc(S(=O)(=O)N2CCC(=O)N(C(CO)C(C)C)CC2)cc1 (stereo unspecified)	-5.6	-0.6	-3.3	-0.1	-14.2	-8.6	-3.7	-3.6	4.0
8	O=c1c(-c2ccc3c(c2)OCCO3)coc2cc(O)cc(O)c12	2.3	2.2	-1.5	2.0	-9.2	4.3	17.5	-0.5	1.1
9	CC1Oc2ccccc2N(Cc2ccc(F)cc2)C1=O (stereo unspecified)	-9.1	-1.8	-2.5	-1.7	-3.0	-11.0	.	-2.9	-14.2
10	CCN(CC)C(=O)c1c(NC(=O)c2ccccc2)sc(C)c1C	-4.1	1.0	-6.8	0.2	-1.9	-6.8	4.1	-2.5	2.2
11	O=C(NCc1ccco1)C1CCCN(S(=O)(=O)c2ccccc2)C1 (stereo unspecified)	1.8	0.5	-3.1	-0.5	-4.3	-4.6	17.4	-2.9	0.0
12	O=C(CSCc1ccccc1)N1CCN(c2cccc(C(F)(F)F)c2)CC1	-1.6	-0.1	-1.3	2.1	-8.1	-32.0	17.1	-1.7	-1.0
13	COc1ccc(NC(=O)/C(C#N)=C\c2cc(C)n(-c3ccc4c(c3)OCO4)c2C)cc1	-4.8	-1.3	0.0	-0.7	11.2	-5.4	-1.5	-3.7	16.1
14	COc1cc(C(=O)N/N=C\c2ccccc2)c([N+](=O)[O-])c(OC)c1OC	-4.8	-2.0	-3.3	-0.2	-11.2	-4.0	3.9	-4.9	-0.9
15	CCC(=O)Nc1nc2nc(C)cc(=O)n2[nH]1	-1.9	0.0	0.8	-0.4	2.6	10.5	7.0	-0.5	-3.3
16	CC(Oc1cc(-c2ccccc2)cc2ccccc12)C(=O)N1CCOCC1 (stereo unspecified)	-5.1	2.2	-1.2	-1.4	-7.3	-36.2	17.0	-3.7	-5.0
17	CCOC(=O)C1CCN(C(=O)COc2ccc(Br)cc2)CC1	4.8	-0.4	-1.2	0.5	13.3	-15.9	15.6	-2.9	-0.1
18	CCCCN(CC)CCNC(=O)c1cc2c(-c3ccc(Cl)cc3)nn(C)c2s1	-3.9	5.8	-2.2	1.6	13.9	25.1	37.3	-1.3	-71.7
19	N#C/C(=C/c1ccccc1[N+](=O)[O-])c1nc(C2CC2)cs1	-1.9	-2.9	-0.2	-0.8	-12.1	-2.3	-8.8	-2.3	-2.1
20	CCOc1ccc(-c2nnc(SCC(=O)Nc3cc(C)on3)o2)cc1	-3.1	0.6	-2.7	0.2	-7.1	-12.7	-22.9	-3.5	7.0
21	Cc1ccc(-c2noc(CCCC(=O)N3CCOCC3)n2)cc1	-3.1	2.8	-4.4	2.3	0.9	-12.0	-4.2	-2.8	8.9
22	O=c1c2c(n3cnnc3n1-c1ccccc1)-c1ccccc1CC21CCCCC1	0.9	-1.4	-1.4	-1.3	-19.7	-29.9	40.7	-3.0	1.2
23	Cc1ccc(N2CCN(C(=O)c3ccccc3)CC2)c(C)c1	1.5	-2.2	-1.7	-1.3	-12.1	-32.1	7.0	-2.0	23.2
24	CCOc1ccc(C(=S)N2CCOCC2)cc1OCC	-0.5	-0.4	-2.3	0.1	-3.5	-1.2	52.0	-4.8	1.3
25	COc1ccccc1NC(=O)c1cc2c(CO)cnc(C)c2oc1=Nc1ccccc1	-0.1	0.3	-0.8	-0.7	-7.5	-2.0	32.7	-2.9	5.2
26	CC(C)OC(=O)Nc1ccc2c(c1)N(C(=O)CCN1CCOCC1)c1ccccc1CC2	-5.3	2.2	-2.2	-0.1	5.1	-8.1	-3.4	-0.2	-7.3
27	COC(=O)Cc1c(C)c2ccc(OCC(=O)c3ccc(OC)c(OC)c3)cc2oc1=O	-12.1	1.0	-0.6	0.0	3.1	-17.1	28.0	-2.2	21.2
28	COC(=O)c1c(C)nc(C)c(C(=O)OC)c1-c1ccc(OC)cc1	1.4	-1.3	-1.4	-0.8	-4.9	-24.9	2.8	-0.8	-5.3
29	CCOC(=O)CN(C(=O)CSc1nnc2c(n1)[nH]c1ccccc12)c1ccccc1	-6.7	0.2	1.0	2.0	13.9	-0.7	-1.6	0.0	4.0
30	Cc1ccc(CCN2CC(C(=O)NCCc3ccccc3)CC2=O)cc1 (stereo unspecified)	-2.1	1.3	0.8	2.0	-2.7	-41.0	41.2	-2.4	6.9
31	Fc1ccc(COc2ccccc2C(=S)N2CCCC2)cc1	-11.9	-2.3	-5.2	0.2	-11.5	-6.9	9.3	-1.4	-14.3
32	Cn1c(SCC(=O)NC2CCCC2)nnc1-c1ccncc1	-4.6	1.1	0.0	0.9	-1.1	4.6	7.7	-2.5	-2.1
33	Cc1cc(SCC(=O)Nc2ccccc2)n2ncc(-c3ccccc3)c2n1	-0.8	1.8	-2.6	0.9	0.1	-7.3	12.3	0.0	-7.6
34	COc1ccc(C(=O)CCC(C)(C)[N+](=O)[O-])cc1	-6.4	-1.4	-3.2	-0.2	-7.4	-2.0	48.0	-3.0	3.1
35	CC(C)Oc1ccc(Nc2ncnc3ccccc23)cc1	-2.7	-1.5	-2.1	0.0	-9.5	-3.2	45.4	-2.1	5.3
36	O=c1c2cc(NC(=S)NCCN3CCCCCC3)ccc2nc2n1CCCCC2	-4.4	-0.7	-2.3	-0.3	-3.4	1.3	28.0	-2.3	-4.8
37	COC(=O)c1ccccc1NC(=O)CSc1nncn1-c1cccnc1	-8.1	0.2	-1.0	2.7	-5.0	-20.7	-5.0	-0.7	-4.3
38	O=C1NC2(CCOc3ccccc32)C(=O)N1CC(=O)N(Cc1ccccc1)C1CCS(=O)(=O)C1 (stereo unspecified)	-2.7	1.6	-0.8	1.2	0.2	-12.5	-13.2	-1.6	-10.1
39	COc1ccc(OCCN2CCN(C(=O)c3ccc(OC)c(OC)c3)CC2)cc1	-3.1	1.7	-0.5	2.9	-0.4	-30.9	27.5	-2.1	-4.0
40	CCOC(=O)CSc1nc(C)cc(=O)[nH]1	-6.3	-0.1	0.5	1.3	-8.1	1.6	21.3	-0.9	-3.5
41	COc1ccc(N2CCN(CCNC(=O)Nc3cc(Cl)ccc3Cl)CC2)cc1	-2.6	.	-1.1	.	14.4	21.0	15.0	-1.7	-73.6
42	O=C(CN1CCC(C(=O)c2ccc(Cl)cc2)CC1)NC1CCCC1	-5.8	0.6	-2.5	0.8	4.2	-6.3	27.9	-3.3	-6.9
43	O=C(O)CSC1=NC(=Nc2ccc(Cl)cc2)C2(CCCCC2)N1c1cccc(C(=O)O)c1	-4.5	-1.2	0.0	0.3	4.1	-5.3	-12.1	-2.0	-2.5
44	CC(C)c1nnc(NC(=O)CCC(=O)N2CCN(c3ccccc3F)CC2)s1	-6.2	-0.6	-2.2	0.3	-11.4	-42.5	43.5	-1.9	0.4
45	FC(F)(F)c1cc(-c2ccco2)nc(N2CCN(Cc3ccccc3)CC2)n1	0.6	-1.0	-0.6	-1.2	-4.6	-0.8	44.7	0.6	-1.8
46	Cc1nn(CC(=O)N2CCN(c3ccccc3)CC2)c(=O)c2ccccc12	-1.3	-0.3	-1.3	0.5	-18.1	-17.3	35.6	-3.0	3.9
47	Cc1ccc(CN2CCN(Cc3cccn3-c3ccccn3)CC2CCO)cc1 (stereo unspecified)	-0.6	-1.1	0.9	-0.7	-1.6	1.2	26.2	-1.7	-3.8
48	Cc1ccccc1-n1ncc2c(SCC(=O)N3c4ccccc4CC3C)ncnc21 (stereo unspecified)	-9.2	0.2	-4.7	1.1	-7.4	-19.2	44.0	-2.2	-11.7
49	COc1ccc(CNc2nc3nc(C)cc(C)n3n2)cc1	-7.2	-0.2	-1.2	-0.1	-8.9	-4.7	20.2	-0.7	1.5
50	N#CC1=C(C2CC2)CC(c2ccccc2)C(C#N)=C1N (stereo unspecified)	-2.6	-2.6	3.0	0.1	-1.6	-14.9	-5.5	-0.1	13.5

The results go on:
no.	SMILES	GalR3 antag	OXTR agonist	VIM-2 inh	V1aR counter	GPR7 antag	DNA FID counter	PHOSPHO1 inh	IMP-1 inhibitor	NS3 helicase inh
51	O=C1c2cccnc2C(Nc2ccc(Br)cc2Br)N1Cc1cccs1 (stereo unspecified)	.	-1.7	-3.4	0.0	-7.4	-3.9	0.2	-1.9	-0.9
52	Cc1ccc(CN2CCSc3ccc(C(=O)NCC4CCCO4)cc32)cc1 (stereo unspecified)	.	-2.7	-1.8	0.1	9.6	-42.0	17.4	-1.1	-12.6
53	COc1ccccc1N(CC(=O)NCC1CCCO1)C(=O)CNS(=O)(=O)c1ccccc1 (stereo unspecified)	-0.8	0.0	-1.9	-0.5	-20.4	-20.4	33.4	-4.4	0.4
54	O=C(Nc1ccccc1)c1ccc(Br)o1	-8.0	5.8	-4.0	0.0	3.8	-4.0	-1.2	-4.4	-2.3
55	Cn1c(CSCc2ccccc2)n[nH]c1=S	-3.3	0.9	-2.1	1.3	-12.3	-9.6	15.9	-3.3	-4.0

Rows were taken by chance. Share with any hit: about 4.3%.
